GLD-1 TGE inh: GLD-1/TGE RNA complex disruptors, primary screen, biochemical, fluorescence polarization | 320,000 compounds, 0.44% hits | Female germline-specific tumor suppressor gld-1 (Caenorhabditis elegans), Q17339 | inhibition, % at 5.96 µM | purified GLD-1 + fluorescein TGE RNA;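 active = percent inhibition above a per-plate cutoff, the plate mean of test compounds plus 3 SD, cut at about 30% in these data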;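 also: 0% = DMSO wells with GLD-1 and probe and 100% = wells lacking GLD-1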
CIT2 TOR yeast: modulators of CIT2-GFP expression in yeast, primary screen, S. cerevisiae, GFP fusion, multiplex flow cytometry, MLPCN library. GFP response vs DMSO, % at 10 µM. 320,000 compounds, 0.065% hits. S. cerevisiae CIT2-GFP strain, 3 h; 100 means same as DMSO wells;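 active = GFP response relative to DMSO above a set limit, near the screen mean plus 3 SD, cut at about 150% in these data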;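 also: ratio of well median GFP fluorescence to mean of DMSO wells on the plate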
MCL1 BIM primary: inhibitors of MCL1 binding to BIM-BH3, primary screen, biochemical, fluorescence polarization; AID 2057, 2009; Induced myeloid leukemia cell differentiation protein Mcl-1 (Homo sapiens), Q07820; 320,000 compounds, 0.68% hits; GST-MCL1 / FITC-Bim-BH3 fluorescence polarization; inhibition, % at 10.9 µM;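 active = inhibition above the mean inhibition of all tested compounds plus 3 SD, set per campaign, cut at about 40% in these data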;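 also: 0% = DMSO wells and 100% = unlabeled Bim-BH3 peptide control; higher means more loss of mP so more displacement of Bim peptide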
VLA-4 inh: inhibition in human VLA-4 binding assay, primary screen, VLA-4 allosteric modulator project, MLPCN library, flow cytometry, VLA-4 expressing cells; ligand binding flow cytometry; inhibition, % (about 7 µM as worked out from the volumes in the protocol); 330,000 compounds, 0.2% hits; AID 2557, 2010; in the data active = inhibition above about 50%
Target sequence (P13612 whole entry, looked up): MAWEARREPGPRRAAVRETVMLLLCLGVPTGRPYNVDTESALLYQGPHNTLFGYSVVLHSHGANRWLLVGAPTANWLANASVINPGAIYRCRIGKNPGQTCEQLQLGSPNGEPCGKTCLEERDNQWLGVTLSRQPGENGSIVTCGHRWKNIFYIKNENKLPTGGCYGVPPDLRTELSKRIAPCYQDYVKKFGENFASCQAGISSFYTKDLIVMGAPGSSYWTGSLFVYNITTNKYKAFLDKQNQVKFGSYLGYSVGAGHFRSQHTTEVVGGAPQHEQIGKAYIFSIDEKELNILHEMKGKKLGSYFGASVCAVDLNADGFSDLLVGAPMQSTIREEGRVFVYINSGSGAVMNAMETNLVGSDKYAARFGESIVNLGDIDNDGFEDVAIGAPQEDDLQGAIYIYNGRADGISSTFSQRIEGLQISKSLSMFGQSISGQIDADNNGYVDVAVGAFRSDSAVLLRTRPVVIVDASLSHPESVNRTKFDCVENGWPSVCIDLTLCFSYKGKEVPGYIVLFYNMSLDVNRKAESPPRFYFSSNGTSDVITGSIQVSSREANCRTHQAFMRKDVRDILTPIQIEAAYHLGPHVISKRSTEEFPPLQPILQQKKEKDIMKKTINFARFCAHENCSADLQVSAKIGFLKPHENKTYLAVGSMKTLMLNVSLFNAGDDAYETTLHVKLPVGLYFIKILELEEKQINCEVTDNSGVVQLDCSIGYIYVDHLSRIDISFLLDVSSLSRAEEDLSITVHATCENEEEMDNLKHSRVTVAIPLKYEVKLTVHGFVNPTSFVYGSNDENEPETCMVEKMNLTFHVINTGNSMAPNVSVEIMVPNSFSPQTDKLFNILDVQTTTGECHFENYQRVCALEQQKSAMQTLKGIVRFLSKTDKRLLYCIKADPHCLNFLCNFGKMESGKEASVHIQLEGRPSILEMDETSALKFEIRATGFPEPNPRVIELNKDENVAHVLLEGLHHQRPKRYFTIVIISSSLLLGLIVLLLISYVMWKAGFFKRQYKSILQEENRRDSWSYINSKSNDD
Yeast superoxide: reduction of superoxide in aged yeast, primary screen, HTS. S. cerevisiae aged cells, superoxide DHE fluorescence; stronger effect = lower value. superoxide response (% of plate mean), % at 10 µM. 330,000 compounds, 0.18% hits;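 active = superoxide response under a set limit, about three screen SD below normal, cut at about 65% in these data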;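 also: yeast aged for seven days with compound at 30 °C before DHE staining; 100% = average MFI of all compound-treated wells on the plate with controls excluded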
MEX-5 binding: MEX-5 zinc finger RNA-binding disruptors – biochemical, C. elegans, fluorescence polarization, MLPCN library, primary screen | Zinc finger protein mex-5 (Caenorhabditis elegans), Q9XUB2 | MEX-5/FITC-TCR2 RNA binding; stronger effect = lower value | activity score (negative = inhibition of binding), % at 10 µM | 300,000 compounds, 0.38% hits;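 active = inhibition past about -25% in most replicates, and total fluorescence under double the plate's negative control median, limit read from the data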;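 also: 0% = DMSO and -100% = 5 µM competing unlabeled TCR2 RNA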
BCLXL inh: inhibitors of human Bcl-xL, primary screen, biochemical, fluorescence polarization, HTS. Bcl-2-like protein 1 (Homo sapiens), Q07817. GST-Bcl-xL / FITC-Bim BH3 peptide fluorescence polarization. inhibition, % at 10.9 µM. 320,000 compounds, 0.7% hits. AID 2129, 2009;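 active = inhibition above the mean of all tested compounds plus 3 SD, cutoff set per campaign, cut at about 30% in these data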;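 also: 0% = DMSO wells and 100% = unlabeled Bim-BH3 peptide competitor; inhibitors lower millipolarization by displacing the labeled peptide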
AGP1 TOR yeast: modulators of AGP1-GFP expression in yeast TOR pathway, primary screen, cell-based, multiplex flow cytometry, S. cerevisiae, MLPCN library; 320,000 compounds, 0.02% hits; 3 h; GFP as percent of DMSO wells; GFP response vs DMSO, % at 10 µM;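 active = GFP response relative to DMSO above a set limit, near screen average plus 3 SD, cut at about 150% in these data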;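 also: median GFP channel fluorescence of the gated AGP1 strain per well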
GRK2 inh: compounds blocking aptamer binding on GRK2 – biochemical, human GRK2, bead flow cytometry, HTS, primary screen | Beta-adrenergic receptor kinase 1 (Homo sapiens), P25098 | FAM-aptamer displacement from GRK2 | inhibition of aptamer binding, % at 10 µM | 330,000 compounds, 0.59% hits | AID 488847, 2010;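 active = inhibition of aptamer binding above 40%, roughly 3 SD of noise, on plates passing a quality check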;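 also: median bead fluorescence of bound FAM aptamer so fluorescent compounds give negative values; no value below 0 was filed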
An asterisk follows results filed as active; · = not tested or not shown. Random draw from the library; overall some 2.1% were active at least once.

SMILES	GLD-1 TGE inh	CIT2 TOR yeast	MCL1 BIM primary	VLA-4 inh	Yeast superoxide	MEX-5 binding	BCLXL inh	AGP1 TOR yeast	GRK2 inh
CC1CCN(c2ccc([N+](=O)[O-])cc2C(=O)NCC2CCCO2)CC1 (centres undefined)	-1	99	-6	12	107	-1.3	-2	103	0
CC(C)(CNC(=O)Cc1ccc(Br)cc1)N1CCOCC1	-5	93	8	17	105	0.4	6	101	0
COCCCNC(=O)Cc1coc2ccc3ccccc3c12	10	96	2	0	96	·	7	97	0
NC(=O)c1c(NC(=O)c2cccnc2)sc2c1CCCCC2	2	107	16	-1	107	-0.7	9	100	0
COC(=O)CSCc1nc2ccccc2[nH]c1=O	-118	92	-30	-393	97	6.1	-16	101	0
Cc1ccc(S(=O)(=O)CC(O)COc2ccc(F)cc2Cl)cc1 (centres undefined)	-6	112	-3	-4	110	0.5	4	95	0
O=C(O)c1cccc(S(=O)(=O)Nc2ccc(Cc3ccncc3)cc2)c1	3	99	·	0	116	·	·	96	5
Cc1cccc2sc(N(CCCN(C)C)C(=O)CN3C(=O)c4ccccc4C3=O)nc12	1	97	1	0	102	-3.6	4	102	0
O=C(O)CSC(C(=O)Nc1ccc(Br)cc1)c1ccc(Cl)cc1 (centres undefined)	-1	98	7	0	113	-2.5	7	100	1
COc1ccc(C(=O)c2sc3nc(-c4ccc(OC)cc4)ccc3c2N)cc1	-18	100	-21	-52	91	-16	-4	96	15
CN(CC(=O)Nc1ccc(Cl)cc1)S(=O)(=O)c1ccc2c(c1)n(C)c(=O)c(=O)n2C	-5	103	-5	-2	94	0.3	0	102	3
c1ccc(CCc2nc(-c3cccnc3)no2)cc1	-4	86	4	16	101	0.5	2	·	0
COc1cc(C(=O)NC2CCN(CC(=O)Nc3cccc(C)c3C)CC2)cc(OC)c1OC	-11	97	-3	45	97	-1.0	4	99	1
COc1ccc2nc(NC(=O)c3cc(S(=O)(=O)N4CCOCC4)ccc3C)sc2c1	3	110	-4	2	105	0.9	2	104	2
O=C(NC(=S)Nc1ccccc1N1CCOCC1)c1ccco1	1	117	7	5	101	1.5	3	106	0
CCCCc1cc(=O)oc2cc(OCC(=O)NC3CCN(Cc4ccccc4)CC3)ccc12	-8	97	1	3	130	-2.1	7	99	0
CCOC(=O)N1CCN(C(=O)CSCC(=O)N=c2sc3ccccc3n2C)CC1	3	110	-5	-11	114	1.1	0	103	8
CCCCOC(=O)C1C2C=C[C@]3(CN(C(C)c4ccc(OC)cc4)C(=O)[C@H]13)O2 (some centres undefined)	3	98	2	-3	92	-2.4	-1	95	0
CCCC1CC(C#N)N(N(C)C)C1=C(C#N)C#N (centres undefined)	1	92	3	-22	91	-2.5	3	101	0
CC1=C(C(=O)Nc2ccccn2)C(c2cn(C)nc2C)C2=C(CCCC2=O)N1 (centres undefined)	-4	118	2	9	97	2.6	6	101	2
CC1(C)CC(=O)C(C=NCCc2ccccn2)=C(O)C1	-5	97	-1	18	103	-0.5	-2	103	0
COc1cc(/C=N/NC(=O)c2ccccc2O)ccc1OCC(=O)Nc1ccccc1	5	109	-1	-4	96	0.6	-5	114	0
O=C(c1ccco1)N1CCC(c2nc3c(nnn3Cc3c(Cl)cccc3Cl)c(=O)[nH]2)CC1	-2	90	9	-5	110	-3.4	5	93	4
O=C(c1ccc(O)c(Cl)c1)N1CCN(S(=O)(=O)c2ccccc2)CC1	3	101	9	6	106	-1.1	5	97	2
CCS(=O)(=O)c1ccc(O)c(NC(=O)/C=C/c2ccc(Cl)cc2)c1	8	88	-1	2	102	-0.9	4	96	1

The last four records of the part above come first, to join the parts:
SMILES	GLD-1 TGE inh	CIT2 TOR yeast	MCL1 BIM primary	VLA-4 inh	Yeast superoxide	MEX-5 binding	BCLXL inh	AGP1 TOR yeast	GRK2 inh
COc1cc(/C=N/NC(=O)c2ccccc2O)ccc1OCC(=O)Nc1ccccc1	5	109	-1	-4	96	0.6	-5	114	0
O=C(c1ccco1)N1CCC(c2nc3c(nnn3Cc3c(Cl)cccc3Cl)c(=O)[nH]2)CC1	-2	90	9	-5	110	-3.4	5	93	4
O=C(c1ccc(O)c(Cl)c1)N1CCN(S(=O)(=O)c2ccccc2)CC1	3	101	9	6	106	-1.1	5	97	2
CCS(=O)(=O)c1ccc(O)c(NC(=O)/C=C/c2ccc(Cl)cc2)c1	8	88	-1	2	102	-0.9	4	96	1
Cc1cc(C)cc(N(C(=O)c2snc(C(N)=O)c2N)C(C(=O)NCC2CCCO2)c2cccs2)c1 (centres undefined)	8	97	-1	-3	99	-0.6	2	104	0
CC1=CCP(=O)(c2ccccc2)C1 (centres undefined)	4	93	-2	-5	102	0.6	2	90	1
O=C(CNC(=O)c1ccc(Cl)cc1Cl)NCC(=O)Nc1ccccc1N1CCOCC1	4	96	-1	8	102	·	5	103	0
CC(C)N1CCN(CC2COc3ccccc3O2)CC1 (centres undefined)	-4	92	-11	4	107	2.2	-5	89	0
Cc1ccc(C)c2nc(N3CCCC3)c(C#N)cc12	-6	81	0	5	99	-3.4	6	85	8
Cc1c(NC(=O)C(C)Sc2nccn2C)c(=O)n(-c2ccccc2)n1C (centres undefined)	4	97	-2	7	89	·	-1	99	4
CC1=NN(Cc2ccccc2)C(=O)C1C(c1ccccc1)C(C#N)C#N (centres undefined)	3	108	5	7	83	-0.6	5	104	1
Cc1cccc(NC(=O)N(Cc2nc3ccccc3c(=O)[nH]2)C2CCCC2)c1	8	·	0	-2	92	-0.7	-3	99	1
CC(=O)Nc1ccc(S(=O)(=O)N2CCN(c3ccccn3)CC2)cc1	-3	97	-2	0	88	1.1	-1	98	2
C=C(c1ccc(OCCO)cc1)c1ccc(OCCO)cc1	6	90	4	-11	102	-1.2	7	88	0
O=C(NCCN1CCN(c2ccccc2)CC1)C1(S(=O)(=O)c2ccc(Cl)cc2)CC1	-4	107	6	37	87	·	7	103	0
CC(C)Nc1nnc(SCC(=O)N2CCN(C(=O)c3ccco3)CC2)s1	0	118	5	-6	130	·	4	111	0
Nc1c2c(nn1-c1ccccc1)CCC2	2	103	8	9	92	-1.8	4	102	3
CCOC(=O)c1c(NC(=O)CSc2nnc(-c3cccnc3)o2)sc2c1CCC2	-2	93	-2	5	78	0.8	0	100	1
CCOc1ccc(NC2OC(C)C(O)C(O)C2O)c([N+](=O)[O-])c1 (centres undefined)	-8	108	-3	7	95	0.0	4	104	2
C/C(=N\NC(=O)c1ccncc1)c1ccc(N(C)C)cc1	-1	·	-1	-3	95	-0.5	2	87	0
O=C1NC(=Nc2ccccc2)c2ccc([N+](=O)[O-])cc21	3	92	0	18	100	-1.6	0	90	0
C/C(=N\NC(=O)c1ccccc1OCc1ccc(F)cc1)c1ccccn1	8	80	-2	2	74	·	-6	82	0
C/C(=N\NC(=O)c1cc2ccccc2cc1O)c1cccs1	-3	108	-1	-12	119	0.0	1	101	3
CCC1(CC)C(=O)C2=C3C1[C@H](C(=O)OC)CC(C(=O)OC)C[C@H]3[C@H]1C(=O)N(c3ccccc3)C(=O)[C@H]1[C@H]2C (some centres undefined)	3	92	-2	-13	102	-2.0	-1	101	0
CCc1ccc2c(c1)C(C)=CC(C)(C)N2	2	95	2	-3	96	1.2	2	98	0
COCCn1c(C)cc(C(=O)CN2C(=O)NC3(CCCCCC3)C2=O)c1C	3	99	6	9	82	·	3	98	0
O=C(Nc1nnc(-c2ccco2)s1)c1ccccc1	1	102	7	6	117	-0.3	2	96	2
N#Cc1ccc(C(=O)OCC(=O)N2CCCC2)cc1	1	95	6	-1	115	0.3	1	103	0
CC(C)(CNC(=O)C1c2ccccc2-c2ccccc21)N1CCOCC1	3	87	6	1	96	1.3	8	94	2
(list continues)
SMILES	GLD-1 TGE inh	CIT2 TOR yeast	MCL1 BIM primary	VLA-4 inh	Yeast superoxide	MEX-5 binding	BCLXL inh	AGP1 TOR yeast	GRK2 inh
CCCn1c(O)c(CN2CCCC(C)C2)c(C)c(C#N)c1=O (centres undefined)	41*	101	57*	7	91	-34*	53*	108	3
CSc1ccc(C(=S)N2CCCC2)cc1	7	123	1	3	101	-0.9	7	111	0
CCC(=O)Nc1cccc(NC(=S)NC(=O)c2cc3ccccc3o2)c1	-3	80	-1	-3	97	-1.0	-7	97	1
Cc1sc(-c2ccncc2)nc1OC(=O)c1ccccc1	5	90	6	7	97	-0.9	5	81	1
COc1ccc(C2C3=C(CCCC3=O)Nc3nc(SCc4ccc(C(=O)O)cc4)nn32)cc1OC (centres undefined)	0	109	0	-8	101	-6.1	-4	106	0
NN1C(=O)NC(c2ccccc2)(c2ccccc2)C1=O	-1	102	-3	19	105	4.9	2	101	0
COc1ccc(NC(=O)NCc2ccccc2F)cc1OC	5	77	6	22	78	-2.2	2	100	0
CCOc1ccc(NC(=O)c2cc3ccccc3cc2O)cc1	13	101	29	30	95	-0.7	20	100	28
COc1ccc([N+](=O)[O-])cc1NC(=O)c1ccc(N2C(=O)CCC2=O)cc1	4	101	-5	-2	100	-2.3	-15	99	1
O=C(CN1CCN(Cc2ccc(F)cc2Cl)CC1)NCc1ccccc1	5	104	10	4	100	-0.4	4	105	2
COCCN(Cc1ccccc1)C(=S)Nc1ccc(OC(F)F)cc1	-1	98	6	-7	92	1.5	0	100	11

An excerpt of these results, with values under each structure.
The line under a structure holds: GLD-1 TGE inh | CIT2 TOR yeast | MCL1 BIM primary | VLA-4 inh | Yeast superoxide | MEX-5 binding | BCLXL inh | AGP1 TOR yeast | GRK2 inh
- O=C(c1ccco1)N1CCC(c2nc3c(nnn3Cc3c(Cl)cccc3Cl)c(=O)[nH]2)CC1
 : -2 | 90 | 9 | -5 | 110 | -3.4 | 5 | 93 | 4
- CCCCOC(=O)C1C2C=C[C@]3(CN(C(C)c4ccc(OC)cc4)C(=O)[C@H]13)O2 (some centres undefined)
 : 3 | 98 | 2 | -3 | 92 | -2.4 | -1 | 95 | 0
- CCS(=O)(=O)c1ccc(O)c(NC(=O)/C=C/c2ccc(Cl)cc2)c1
 : 8 | 88 | -1 | 2 | 102 | -0.9 | 4 | 96 | 1
- CC1CCN(c2ccc([N+](=O)[O-])cc2C(=O)NCC2CCCO2)CC1 (centres undefined)
 : -1 | 99 | -6 | 12 | 107 | -1.3 | -2 | 103 | 0
